BoNT F protease: inhibitors of Botulinum neurotoxin F light chain protease; inhibition, % at 10 µM; AID 588497; Multiplex microsphere protease cleavage assay, flow cytometry; actives 0.22% (n = 360,000); in the data active means inhibition above about 35%, passing the limit was not always enough; inconclusive means no clear call, values can overlap the other calls; further: plate controls were buffer without enzyme for full effect and enzyme alone for no effect
GDH-TPI inh: GDH-TPI coupled enzyme inhibition counter-screen; GDH-TPI coupled enzyme counterscreen, NADH absorbance; inhibition, % at 4.8 µM; actives 1.2% (n = 360,000); AID 588335;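 further: 0% = DMSO wells and 100% = wells lacking the enzyme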
Mtb FBA inh: inhibitors of M. tuberculosis fructose-bisphosphate aldolase | P9WQA3 | purified M. tuberculosis FBA, fluorescence read-out | inhibition, % at 1 µM | actives 2.3% (n = 360,000) | AID 588726; in the data active means inhibition above about 27%;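 further: 0% = vehicle and 100% = reference inhibitor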
Target sequence (P9WQA3 whole entry, looked up): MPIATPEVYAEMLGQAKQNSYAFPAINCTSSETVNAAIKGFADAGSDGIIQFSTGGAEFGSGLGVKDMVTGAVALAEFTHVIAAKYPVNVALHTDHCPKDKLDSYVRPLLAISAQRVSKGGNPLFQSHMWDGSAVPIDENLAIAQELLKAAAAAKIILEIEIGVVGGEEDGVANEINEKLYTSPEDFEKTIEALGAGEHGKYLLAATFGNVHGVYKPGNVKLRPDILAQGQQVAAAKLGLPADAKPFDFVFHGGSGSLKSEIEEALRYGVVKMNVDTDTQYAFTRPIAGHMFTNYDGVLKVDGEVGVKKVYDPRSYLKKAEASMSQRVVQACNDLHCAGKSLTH
PrPC TRFRET: reduces human prion protein on the cell surface; P04156; cell surface PrPC, TR-FRET read-out; inhibition, % at 13.8 µM; actives 0.43% (n = 370,000); AID 720596; in the data active means inhibition above about 24%; further: 0% = median of the test wells and 100% = reference compound wells
CCHF vOTU inh: CCHFV vOTU protease inhibition | Pep-AMC fluorescence | inhibition, % at 11.5 µM | actives 0.55% (n = 370,000) | AID 651958; further: 0% = vehicle wells with enzyme and 100% = no enzyme wells
BoNT A protease: BoNT A light chain protease inhibition. inhibition, % at 10 µM. actives 0.17% (n = 360,000). multiplex microsphere protease substrate cleavage, flow cytometry; in the data active means inhibition above about 30%; inconclusive means no clear call, values can overlap the other calls; further: plate controls were buffer without enzyme for full effect and enzyme alone for no effect
Mtb UGM inh: inhibitors of M. tuberculosis UDP-galactopyranose mutase. purified UGM, fluorescence polarization probe displacement. inhibition, % at 10 µM. P9WIQ1. actives 0.06% (n = 320,000); in the data active means inhibition above about 10%, passing the limit was not always enough; inconclusive means no clear call, values can overlap the other calls
Target sequence (P9WIQ1 whole entry, looked up): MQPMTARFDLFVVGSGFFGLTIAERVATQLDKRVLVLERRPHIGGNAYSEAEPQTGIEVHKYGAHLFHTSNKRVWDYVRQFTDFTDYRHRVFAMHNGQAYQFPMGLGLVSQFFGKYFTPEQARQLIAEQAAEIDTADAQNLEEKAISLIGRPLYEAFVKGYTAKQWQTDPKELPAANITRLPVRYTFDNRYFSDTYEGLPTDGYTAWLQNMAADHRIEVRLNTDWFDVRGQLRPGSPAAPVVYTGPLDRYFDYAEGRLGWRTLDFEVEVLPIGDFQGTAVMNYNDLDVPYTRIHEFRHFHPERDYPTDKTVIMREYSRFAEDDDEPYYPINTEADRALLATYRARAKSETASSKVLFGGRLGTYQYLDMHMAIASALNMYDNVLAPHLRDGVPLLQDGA
FadD28 FP inh: blocks FadD28 binding to the bisubstrate probe. fluorescence polarization. inhibition, % at 12.5 µM. actives 0.22% (n = 360,000). AID 588549; in the data active means inhibition above about 8.5%, passing the limit was not always enough; inconclusive means no clear call, values can overlap the other calls
Mtb BioA inh: inhibitors of Mycobacterium tuberculosis BioA enzyme. purified M. tuberculosis BioA enzyme, plate reader. inhibition, % at 9.99 µM. actives 0.096% (n = 360,000); in the data active means inhibition above about 40%; inconclusive means no clear call, values can overlap the other calls
* marks the source's active call; other numbers are inactive results; ? = inconclusive; / = not tested or not shown. Unless noted, no stated cut-off is given here; in the data, active means inhibition above about 30%; inactive means the rest.

SMILES | BoNT F protease | GDH-TPI inh | Mtb FBA inh | PrPC TRFRET | CCHF vOTU inh | BoNT A protease | Mtb UGM inh | FadD28 FP inh | Mtb BioA inh
CC(C)(C)CCN1CCC(CN2CCNC(=O)C2=O)CC1 | 3 | 0 | 0 | 4 | 3 | 0.2 | / | -3.7 | -2.0
O=C(Nc1ccc2c(c1)OCO2)c1cccc(F)c1 | -1 | -3 | 2 | 1 | 25 | -1.2 | -0.4 | -2.1 | 3.9
Cc1cccc(-n2ccnc2SCC(=O)Nc2nnc(C)s2)c1 | -13 | 12 | 4 | 5 | -4 | -0.7 | 0.3 | -1.9 | 0.1
Cc1cc(O)c(C(=O)c2ccccc2C(=O)O)cc1C | -9 | 15 | 4 | -2 | 9 | -0.6 | 2.3 | -0.6 | -4.4
O=C(Oc1cccc(NC2=NS(=O)(=O)c3ccccc32)c1)c1ccncc1 | 2 | 1 | 0 | 7 | 7 | -0.3 | 1.1 | -2.5 | 0.9
COc1ccc(/C=N/N2CCN(C)CC2)cc1OC | -8 | 16 | 3 | -3 | 7 | 0.1 | -0.2 | -1.2 | /
CSc1ccccc1NC(=O)c1cc(S(=O)(=O)N(C)C)ccc1N1CCCC1 | -1 | 6 | -1 | 6 | -5 | -3.1 | -0.1 | -3.3 | -1.4
CCOCc1cnc(C)nc1NCC(=O)c1c(C)n(C)c2ccc(OC)cc12 | 4 | 10 | 1 | -5 | 7 | -0.1 | / | -1.0 | /
COc1ccc(S(=O)(=O)N2CCC(C(=O)NCCc3ccc(OC)c(OC)c3)CC2)cc1 | 0 | 9 | 1 | 2 | 0 | 0.4 | / | 1.0 | 0.1
COc1cc(S(=O)(=O)N(C)Cc2ccc3c(c2)OCCO3)ccc1NC(C)=O | -7 | 11 | 4 | -5 | 2 | -0.1 | -0.3 | -2.5 | -0.8
CCSc1ncc(Cl)c(C(=O)Nc2cc(C)ccc2C)n1 | 0 | 2 | 1 | 4 | -16 | -1.5 | 2.7 | -1.0 | /
Nc1ncnc2c1ncn2[C@@H]1O[C@H](CNC(=O)[C@@H](N)Cc2ccccc2)[C@@H](O)[C@H]1O | -5 | -7 | 0 | -7 | -4 | -0.8 | / | -2.4 | -0.6
Cc1ccsc1/C=N/N1CCN(Cc2ccccc2)CC1 | -2 | -1 | 1 | 19 | 4 | -1.5 | -0.1 | -0.8 | 2.3
O=C(O)CCCC(=O)NNc1ncnc2ccccc12 | -1 | 18 | -2 | 1 | 2 | 0.0 | -1.0 | -2.2 | /
CCOC(=O)c1ccc(N2CCN(C(=O)c3ccccc3)CC2)c(NC(=O)c2ccco2)c1 | -2 | 10 | 1 | -2 | 6 | -1.0 | 2.2 | -3.1 | 0.4
O=C(NNC(=S)Nc1ccc(F)cc1)C1[C@H]2CCCC[C@@H]12 (some centres not stated) | / | 12 | 3 | 8 | -6 | / | -1.3 | -1.3 | -0.7
O=C(c1[nH]c(C(F)(F)F)nc1-c1ccccc1)N1CCN(c2ncccn2)CC1 | -7 | / | 2 | -6 | 1 | 0.7 | / | -3.5 | 0.5
COc1ccc(S(=O)(=O)N2CCC(C(=O)N[C@@H](C)C(=O)NCc3ccco3)CC2)cc1 | -4 | -1 | 1 | 7 | 0 | -0.3 | / | -0.9 | -0.8
O=C(CCS(=O)(=O)c1ccccc1Cl)NCCC1=CCCCC1 | -2 | -2 | 0 | 6 | 5 | -0.3 | 2.1 | -2.6 | -1.7
CCCC(=O)N1CCN(c2ccc([N+](=O)[O-])cc2Cl)CC1 | -8 | 14 | -4 | -28 | 4 | 0.2 | -1.6 | 0.2 | /
CCn1c2ccccc2c2cc(NC(=O)C(C)Oc3ccc(OC)cc3)ccc21 (configuration not stated) | -13 | -12 | -1 | 3 | 8 | -0.1 | 1.1 | -4.1 | -0.7
CCCC1=C(C(=O)OCC)C(c2ccc(OC)c(CSc3ccccn3)c2)C(C#N)=C(N)O1 (configuration not stated) | -16 | 13 | 0 | -5 | -17 | -0.4 | -1.9 | -2.1 | /
C=CCn1c(C)cc(C(=O)COc2ccc(C)nc2[N+](=O)[O-])c1C | -5 | 12 | -4 | -12 | 3 | -0.5 | -3.0 | -1.8 | 9.6
O=C(COC(=O)COc1ccccc1[N+](=O)[O-])Nc1cccc(Br)c1 | -2 | -3 | -3 | -7 | -9 | -0.4 | -1.0 | -5.8 | /
CCOc1ccccc1NC(=O)COC(=O)c1cccc(-c2ccc(OC(C)=O)cc2)c1 | 0 | 1 | 0 | 12 | 0 | 0.0 | -1.7 | 0.9 | -3.4
Cc1cc(Cl)ccc1Oc1ccc(C(N)=O)cc1[N+](=O)[O-] | 4 | -3 | -4 | -5 | 13 | 0.1 | -2.1 | -7.0 | 0.7
COc1ccc2c(c1)SCC/C2=C\CN1C(=O)CCC1=O | -3 | -1 | 0 | -1 | 1 | 0.1 | 1.4 | -4.9 | /
Cc1ccc(S(=O)(=O)Nc2cccc(-c3ccc(N4CCCCCC4)nn3)c2)cc1 | -6 | 4 | 0 | 5 | 10 | -0.8 | -0.7 | -2.0 | 0.1
O=C(CNc1cccc2ccccc12)c1ccc([N+](=O)[O-])cc1 | -8 | 1 | 28* | -11 | 30* | 0.6 | -1.3 | -2.1 | /
CCOC(=O)c1cc2sccc2n1CC(=O)O | 4 | 8 | 1 | 6 | -18 | 0.5 | 1.3 | 1.6 | -2.7

Given with each value named: 4 of the compounds above.
CCCC1=C(C(=O)OCC)C(c2ccc(OC)c(CSc3ccccn3)c2)C(C#N)=C(N)O1 (configuration not stated)
- BoNT F protease: -16
- GDH-TPI inh: 13
- Mtb FBA inh: 0
- PrPC TRFRET: -5
- CCHF vOTU inh: -17
- BoNT A protease: -0.4
- Mtb UGM inh: -1.9
- FadD28 FP inh: -2.1
- Mtb BioA inh: /

C=CCn1c(C)cc(C(=O)COc2ccc(C)nc2[N+](=O)[O-])c1C
- BoNT F protease: -5
- GDH-TPI inh: 12
- Mtb FBA inh: -4
- PrPC TRFRET: -12
- CCHF vOTU inh: 3
- BoNT A protease: -0.5
- Mtb UGM inh: -3.0
- FadD28 FP inh: -1.8
- Mtb BioA inh: 9.6

O=C(COC(=O)COc1ccccc1[N+](=O)[O-])Nc1cccc(Br)c1
- BoNT F protease: -2
- GDH-TPI inh: -3
- Mtb FBA inh: -3
- PrPC TRFRET: -7
- CCHF vOTU inh: -9
- BoNT A protease: -0.4
- Mtb UGM inh: -1.0
- FadD28 FP inh: -5.8
- Mtb BioA inh: /

CCOc1ccccc1NC(=O)COC(=O)c1cccc(-c2ccc(OC(C)=O)cc2)c1
- BoNT F protease: 0
- GDH-TPI inh: 1
- Mtb FBA inh: 0
- PrPC TRFRET: 12
- CCHF vOTU inh: 0
- BoNT A protease: 0.0
- Mtb UGM inh: -1.7
- FadD28 FP inh: 0.9
- Mtb BioA inh: -3.4

Continuation.
SMILES | BoNT F protease | GDH-TPI inh | Mtb FBA inh | PrPC TRFRET | CCHF vOTU inh | BoNT A protease | Mtb UGM inh | FadD28 FP inh | Mtb BioA inh
NC(=O)c1ccc(NC(=O)C2CC(=O)N(c3ccc4c(c3)OCCO4)C2)cc1 (configuration not stated) | 7 | 0 | 2 | 8 | 8 | 0.3 | 0.7 | -0.5 | 0.4
Cc1cc2cc(CNC(=O)Nc3cccc(Cl)c3)ccc2n1C | -140 | 13 | -2 | 35* | 3 | 48* | 0.7 | 0.8 | 0.1
CN1CCCC(OC(=O)c2ccccc2Br)C1 (configuration not stated) | -32 | -1 | 0 | 8 | 6 | 1.0 | -2.6 | -2.1 | -0.3
CCC(C)NC(=O)c1ccc(CSc2nc3ccncc3n2Cc2ccc(F)cc2)cc1 (configuration not stated) | -11 | -9 | 0 | 0 | 5 | -0.4 | -0.6 | -6.6 | 1.5
COCCN=C1N[C@@H](c2ccccc2)C(C(=O)OC)=C(C)N1Cc1ccccc1 | -12 | -7 | -3 | -6 | -1 | -0.1 | 2.5 | -3.8 | -3.3
CN(CC1CCOCC1)C(=O)c1ccc2nc(Cc3cccc(Cl)c3)oc2c1 | -8 | 5 | 5 | -4 | 7 | 3.2 | 3.3 | -1.4 | 0.5
CCOc1ccc(-n2c(SCC(=O)Nc3ccc(OC)cc3)nc3sc4c(c3c2=O)CCN(C)C4)cc1 | -4 | 20 | -4 | -14 | 20 | 6.8 | 0.2 | 0.7 | -2.9
CCOc1cc(C2/C(=C(\O)c3cc(C)ccc3C)C(=O)C(=O)N2CCN(C)C)ccc1O (configuration not stated) | -13 | 10 | 3 | -8 | 10 | -0.9 | -1.8 | -1.2 | -1.5
CCn1ncc(CN2CCC(n3nccc3NC(=O)c3ccccc3Cl)CC2)c1C | -4 | -3 | -1 | -7 | -5 | -0.1 | / | -0.6 | -0.5
N#CC(C#N)=Cc1ccc(OCC(=O)N2CCOCC2)cc1 | 0 | 8 | 1 | 0 | -2 | -0.7 | -0.3 | -0.3 | /
O=C(Nc1nccs1)c1cccc(S(=O)(=O)N2CCCC2)c1 | -6 | 4 | 1 | 3 | 9 | -1.7 | 2.1 | -4.7 | 1.8
O=C1/C(=C/c2ccccc2F)SC(=S)N1CC(=O)N1CCCCC1c1cccnc1 (configuration not stated) | -5 | 18 | 4 | 3 | 17 | -1.8 | -2.2 | -0.9 | 1.5
CCOC(=O)c1cc(-c2cccs2)nn1CCC#N | 0 | 8 | -1 | -4 | 10 | -0.1 | -1.7 | -3.0 | 1.4
NC(=O)CCn1nc(-c2ccccc2)c2ccccc2c1=O | 2 | -3 | -6 | -3 | 5 | 0.3 | -1.8 | -2.3 | -2.0
O=C(Oc1ccc2c(c1)C(=O)c1ccccc1CO2)c1ccccc1 | ? | -1 | 3 | 4 | 7 | 0.8 | 0.8 | -3.0 | 2.1
Cc1ccsc1/C=N/N1CCN(c2ccccc2)CC1 | -8 | 14 | 1 | -2 | 1 | -1.0 | 3.1 | -1.9 | -2.5
Cn1c(=O)[nH]c(=O)c2c1nc(Br)n2Cc1ccccc1Cl | 2 | 3 | 2 | -5 | 1 | -1.0 | -0.1 | 0.1 | -0.4
CC(=O)c1cccc(-c2cnc3c(NC=O)cc(-c4ccccc4)cn23)c1 | 3 | 1 | -1 | -13 | -5 | 0.1 | / | -5.8 | 0.1
O=C(NCc1cccnc1)C1c2ccccc2C(=O)N1Cc1ccccc1 (configuration not stated) | -6 | -5 | 0 | 4 | 2 | 0.0 | 2.5 | -4.0 | 0.1
COCc1cccc(-c2csc(C(NC(C)=O)c3cccc(OC)c3)n2)c1 (configuration not stated) | -2 | 9 | 0 | 7 | 10 | -0.2 | / | -0.8 | 0.6
Cc1ccc(NC(=O)CSc2ccc(-c3ccccn3)nn2)cc1F | 9 | 0 | -2 | -2 | 20 | 2.2 | 0.8 | -5.0 | 0.1
CCOC(=O)C1CCCN(C(=O)/C=C/c2ccc(OC)cc2)C1 (configuration not stated) | -2 | 4 | 0 | 4 | 2 | 0.2 | -0.4 | 0.1 | /
N#Cc1ccsc1NC(=O)CN1CCOCC1 | 2 | 13 | 0 | -1 | -5 | 0.6 | -0.7 | -4.3 | -2.4
O=C(c1cccc(F)c1)N1CCN(C(=O)c2cc3ncc(Br)cn3n2)CC1 | -8 | 9 | -1 | -12 | -3 | -0.4 | -1.7 | -0.9 | 0.9
CC(C)(C)c1nn(-c2ccccc2)c2[nH]c(=O)c(CNCc3ccco3)cc12 | -23 | 9 | -5 | -4 | 10 | -0.7 | 2.4 | -2.0 | -0.5
CCCN(CCC)CCN1C(=O)C2C(C(=O)Nc3ccc(C)cc3)C3C=CC2(O3)C1C(=O)NC1CCCCC1 (configuration not stated) | 0 | -2 | 0 | -4 | -19 | 2.8 | 0.4 | 0.5 | -1.5
COc1cc(NS(=O)(=O)c2ccc(NC(=S)NC(=O)c3cccs3)cc2)nc(OC)n1 | 2 | 3 | 0 | -2 | 12 | 0.4 | / | -7.2 | /
CC(C)(C)c1cnnn1-c1ccc(/C=N/Nc2ccc([N+](=O)[O-])cc2)cc1 | -1 | 5 | -5 | 1 | -9 | 0.5 | -1.5 | 0.8 | -1.3
CCOC(=O)/C(=N\Nc1ccc(OC)cc1)c1csc(Nc2ccccc2)n1 | -9 | 21 | 0 | 8 | -8 | -0.1 | -1.2 | -0.2 | /

Screening data from PubChem BioAssay.

Not a hit list (roughly 4.8% active in at least one column).
